Lipid storage S3 – qHTS Assay for Lipid Storage Modulators in Drosophila S3 Cells; 0.64% of 320,000 active; AID 2685; Drosophila S3 cells, BODIPY lipid droplet fluorescence, 18-24 h; cells fed with added oleic acid; Potency in µM for hits, for the others lipid storage change, negative = inhibition, % at the top dose, mostly 46.1 µM; active means well fitted inhibition curve with a large enough effect in the signal ratio, with a control signal flat, not every such curve was filed as active; inconclusive means small, poorly fitted or top-dose-only effect, or effect the other way, or a change in a side signal; the % refers to the signal ratio
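Drosophila S3 cells got compounds at several concentrations plus oleic acid (400 uM solution). Laser-scanning cytometry with 488 nm excitation read lipid droplets at 500-530 nm and cells at 575-640 nm. Percent activity was relative to 20 uM Triacsin C.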
Lipid storage S3 cell count max – recorded beside Lipid storage S3, whose call it bears; cell number change, %; measured here: cell count max response;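 cells counted by Cell Tracker Red CMTPX staining in the red channel; peak over a dose series mostly up to 46.1 µM; percent activity relative to internal control wells on each plate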
Numbers without * were called inactive; i = inactive; ? = inconclusive; nt = not tested or not shown; [ ] = remark or other dose. On the % scale 0 is the no-effect control and ±100 the full control effect; potency means the concentration at half of the fitted maximal effect. An excerpt; count on the stated rates, not on these rows.

The first 4 compounds as a preview:
SMILES	Lipid storage S3	Lipid storage S3 cell count max
COc1ccccc1/C=N/NC(=O)c1ccccc1Cl	?	nt
Cc1ccc2nc(Nc3ccccc3O)nc(-c3ccccc3)c2c1	-4.0%	3.4
O=C(Nc1nccs1)c1ccc(COc2c(F)c(F)cc(F)c2F)cc1	-8.9%	-9.6
CCCC(C)C(=O)Nc1cc(S(=O)(=O)N2CCCCC2)ccc1N1CCOCC1 (stereo not drawn)	11.7%	-10.8

Results, from the start:
SMILES	Lipid storage S3	Lipid storage S3 cell count max
COc1ccccc1/C=N/NC(=O)c1ccccc1Cl	?	nt
Cc1ccc2nc(Nc3ccccc3O)nc(-c3ccccc3)c2c1	-4.0%	3.4
O=C(Nc1nccs1)c1ccc(COc2c(F)c(F)cc(F)c2F)cc1	-8.9%	-9.6
CCCC(C)C(=O)Nc1cc(S(=O)(=O)N2CCCCC2)ccc1N1CCOCC1 (stereo not drawn)	11.7%	-10.8
CCCN(Cc1ccc(N(CC)CC)cc1)CC1CC1	?	nt
COc1ccc(CCNC(=O)CSc2nc3ccccc3o2)cc1OC	?	nt
CC1CCC2(CC1)NC(=O)N(Cc1cccc(C(F)(F)F)c1)C2=O (stereo not drawn)	-27.2%	nt
COc1ccc(N2CCN(C(=O)c3cc4c(-c5cccc(OC)c5)nn(C)c4s3)CC2)cc1	?	nt
COc1ccc(CCNC(=O)CSc2nc3[nH]ncc3c(=O)[nH]2)cc1OC	?	nt
CCC(C)NS(=O)(=O)c1ccc(S(=O)(=O)N2CCCC3(CCCCC3)C2)cc1 (stereo not drawn)	i	-10.9
CCc1ccccc1NC(=O)CN1CCC(NC(=O)COC)CC1	?	nt
O=C(NCCC1CCCCN1S(=O)(=O)c1ccccc1)C(=O)Nc1ccccc1F (stereo not drawn)	i	4.5
Brc1cccc(Nc2nc(-c3cccnc3)cs2)c1	?	nt
CCOC(=O)c1c(NC(=O)CSc2nnnn2C)sc(C)c1-c1ccc(C)cc1	5.3%	-22.8
CC(=O)Nc1ccccc1OCc1nnc(-c2ccccc2Cl)o1	?	nt
Cc1nccn1CC(=O)N/N=C/c1cc(Br)cs1	?	nt
CCOC(=O)Cc1csc(NC(=O)C(C)c2ccc([N+](=O)[O-])cc2)n1 (stereo not drawn)	?	nt
CCc1ccc(Nc2nnc(SCC(=O)N(C)C3CCS(=O)(=O)C3)s2)cc1 (stereo not drawn)	?	nt
O=C(Nc1nccs1)c1ccc(Cl)s1	?	nt
COc1cccc(NCc2cc3c(C(C)(C)C)nn(-c4ccccc4)c3[nH]c2=O)c1	i	17.6
CN(CCNC(=O)CCNC(=O)Cn1ccc2ccccc2c1=O)Cc1ccccc1	?	nt
Cc1ccc(SCCC(=O)OCC(=O)Nc2ccc(S(N)(=O)=O)cc2)cc1	8.5%	-9.1
CC1CCN(S(=O)(=O)c2cccc(C(=O)Oc3ccc([N+](=O)[O-])cc3)c2)CC1	-11.9%	-11.1
CCCCN1C(=O)NC(NS(=O)(=O)c2ccc(N)cc2)(C(F)(F)F)C1=O (stereo not drawn)	?	nt

One compound at a time (already shown):
Cc1ccc(SCCC(=O)OCC(=O)Nc2ccc(S(N)(=O)=O)cc2)cc1 is listed with Lipid storage S3 = 8.5%; Lipid storage S3 cell count max = -9.1
O=C(Nc1nccs1)c1ccc(Cl)s1 is listed with Lipid storage S3 = ?; Lipid storage S3 cell count max = nt

Additional entries follow.
SMILES	Lipid storage S3	Lipid storage S3 cell count max
Cc1cc(N/N=C/c2ccc(O)cc2O)c2ccccc2n1	?	nt
Cc1nn(Cc2nnc(SCC(=O)Nc3cccc(C(F)(F)F)c3)n2C)c(C)c1[N+](=O)[O-]	-6.9%	-5.8
NC(=O)NNC1=Nc2cccc3cccc1c23	-4.9%	14.1
Cc1c(/C=N/O)sc2ccccc12	-0.4%	6.7
Cc1cccc(NC(=O)CC2c3ccccc3Oc3ccccc32)c1	-12.6%	3.5
CCCc1nnc(SCC(=O)N2CCOCC2)n1Cc1ccco1	?	nt
C=CCn1c(SCC(=O)Nc2ccc3c(c2)OCO3)nnc1-c1ccccc1OC	?	nt
COc1ccc(CCc2nnc(CCC(=O)NCc3cnn(-c4ccccc4C)c3)o2)cc1	-0.1%	-5.4
Cc1occc1C(=O)NNC(=O)CN1C(=O)NC2(CCCCC2)C1=O	-4.7%	8.1
COC(=O)c1c(C)[nH]c(O)c1C=Nc1ccc(C#N)cc1	13.4%[9.22 µM]	12.1
COC(=O)c1ccc(CNC(=O)C(NC(=O)c2ccco2)C(C)C)cc1 (stereo not drawn)	?	nt
CCCc1cnc(N2CCN(C(=O)c3ccccc3)CC2)nc1	?	nt
CC(C)CCN1C(=O)c2ccc(C(=O)NCc3ccccn3)cc2C1=O	-2.1%	8.8
CCC1CCC(c2nnc(-c3ccc(Br)cc3)o2)CC1 (stereo not drawn)	?	nt
COc1cccc(CN2CCNC(=O)C2CC(=O)NCC(C)(C)N2CCOCC2)c1OC (stereo not drawn)	?	nt
Cc1ccccc1COC(=O)CCCC1=NS(=O)(=O)c2ccccc2N1	?	nt
CCOC(=O)c1sc(-c2ccc(F)cc2)cc1NC(=O)Nc1ccccc1OC	-8.4%	-10.7
COCCn1cnnc1SCC(=O)Nc1cccc(S(=O)(=O)N2CCCCCC2)c1	?	nt
Cc1ccc(C(=O)C[n+]2ccc(Cc3ccccc3)cc2)cc1	?	nt
Cc1ccccc1N1C(=O)C(Cl)=C(N2CCCCCC2)C1=O	7.5%	-0.2
O=C(CN1C(=O)CC(c2ccco2)Sc2ccccc21)NCC1CCCO1 (stereo not drawn)	22.1%	7.4
COC(=O)c1cc(Cl)c(N)cc1OC	15.4%	-13.3
NC(=O)CC[C@@H]1NC(=O)[C@H](Cc2ccccc2)NC(=O)[C@H](Cc2ccc(O)cc2)NC(=O)[C@@H](N)CSSC[C@@H](C(=O)N2CCC[C@H]2C(=O)N[C@@H](CCCN=C(N)N)C(=O)NCC(N)=O)NC(=O)[C@H](CC(N)=O)NC1=O	-6.7%	10.5
O=C(Nc1ccccc1Cl)c1ccccc1Cl	?	nt
COc1cccc(-n2c(SCC(=O)NCC3CCCO3)nc3c([nH]c4ccccc43)c2=O)c1 (stereo not drawn)	?	nt
COCCNS(=O)(=O)c1ccc(-c2ccc(S(=O)(=O)NCCOC)cc2)cc1	?	nt
Cc1cc(=S)c2cccc(C)c2[nH]1	i	nt
O=S1(=O)CCN2C(c3ccc4c(c3)CCCC4)=CSC2=N1	5.1%	8.2
Cc1ccc(/C(N)=N/OC(=O)c2cc(-c3ccccc3)nc3ccccc23)cc1	i	-28.5
CCOC(=O)c1ccc2c(c1)N(CC(=O)N1CCCC1)C(=O)C(C)(C)O2	?	nt
Cc1ccc(C(=O)OCC(=O)Nc2cc(F)ccc2F)cc1NC(=O)c1ccco1	?	nt
CC(Oc1ccccc1)C(=O)Nc1ccc(NC(=O)c2ccccc2)cc1 (stereo not drawn)	?	nt
Cc1cc(Br)ccc1SCC(=O)OC/C(O)=C(\C#N)c1nc2ccccc2[nH]1	18.5%	16.4
O=C(NC1CCCCC1)c1ccc(CN2CCOCC2)cc1	?	nt
S=C(Nc1ccc(Cl)cc1)N(CCCN1CCOCC1)Cc1cccs1	?	nt
Cc1cccc2sc(N(CCN(C)C)C(=O)c3ccc4ccccc4c3)nc12	?	nt
O=C(NCCc1ccco1)C(=O)NCC1OCCCN1S(=O)(=O)c1ccc(F)cc1 (stereo not drawn)	-20.7%	19.8
Cc1ccc(OCC(=O)c2cc(C)n(-c3ccccc3)c2C)c([N+](=O)[O-])n1	-23.2%	-8.3
COc1cccc(/C=N/n2c(=S)n(C)c3cc(C)c(C)cc32)c1OC	-28.6%	-22.3
O=C(O)CCCN=C1CCCc2ccccc2N1	?	nt
N#CC(C(N)=O)=C1CCC2(CC1)OCCCCO2	?	nt
COc1cccc(C(=O)Nc2nnc(S(=O)(=O)N(C)Cc3ccccc3)s2)c1	?	nt
COC(=O)c1ccc(NC(=O)CSC2=NC(=O)C(c3ccccc3)C(=O)N2)cc1 (stereo not drawn)	?	nt
CCc1ccc(CCC(=O)Nc2nnc(C)s2)o1	i	nt
NC(=O)c1nsc(C(=O)N(CC(=O)NCc2ccc(F)cc2)Cc2ccco2)c1N	?	nt
O=C1Nc2ccccc2/C1=C/c1cnc(-c2ccccc2)[nH]1	?	nt
O=C(NCc1ccco1)C(c1ccccc1)N(C(=O)Cc1cccs1)c1cccnc1 (stereo not drawn)	7.7%	4.0
CCOC(=O)c1sc(NC(=O)CS(=O)(=O)c2ccc(C)cc2)nc1C	?	nt
COc1cccc(CC(=O)Nc2ccc(S(=O)(=O)N3CCOCC3)cc2)c1	?	nt
CCN(C(=O)c1c(C)cc(=O)oc1C)c1ccc2c(c1)OCO2	6.4%	18.3
O=C(Nc1ccccc1)N1CCN(c2cccc(C(F)(F)F)c2)CC1	?	nt
CCn1c(=O)c(C(=O)NCc2ccc(F)cc2)c(O)c2ccccc21	i	-6.3
COc1cc(S(=O)(=O)NC2CCSc3ccccc32)ccc1NC(C)=O (stereo not drawn)	i	nt
O=C(NCc1ccc(F)cc1)C1C2C=CC3(CN(Cc4cccnc4)C(=O)C13)O2 (stereo not drawn)	7.8%	-4.7
CCOc1cc(-c2nc(-c3ccc(C)nc3OCC)no2)cc(OCC)c1OCC	?	nt
Cn1nc(C(=O)OCc2ccc(F)cc2)c2ccccc2c1=O	?	nt
Cc1csc(N(C(=O)c2ccc(S(=O)(=O)N(C)C)cc2)c2ccccc2)n1	?	nt
CCCC(=O)c1c[nH]c(C(=O)NCc2ccco2)c1	?	nt
O=c1[nH]c2ccc(S(=O)(=O)NCc3ccccn3)cc2s1	?	nt
COC(=O)c1ccc(OCC(=O)NC(C)(C)C)cc1	1.3%	10.5

More records.
SMILES	Lipid storage S3	Lipid storage S3 cell count max
Cc1cc(C)nc(NS(=O)(=O)c2ccc(NC(=O)c3ccc(S(=O)(=O)N4CC(C)OC(C)C4)cc3)cc2)n1 (stereo not drawn)	8.1%	-4.7
CCOc1ccccc1C(=O)NCC(=O)OCc1c(C)noc1C	?	nt
CCOC(=O)c1cc2c(ccn2C)n1CC(=O)N(Cc1ccccc1)c1ccccc1	?	nt
CCCNc1nc(C)cc(-c2cc(C(=O)NCc3ccccc3)on2)n1	8.3%	1.8
COc1ccc(/C=N/NC(=O)c2ccc(N)cc2)cc1Cn1cc([N+](=O)[O-])cn1	5.7%	12.6
Cc1nc(N)nc(N)c1/C=C/C(C)(C)c1ccc(Cl)cc1	?	nt
CC(C)c1nc2n[nH]c(N)c2c2c1CCCC2	13.5%	4.7
O=C(c1ccc(NS(=O)(=O)c2ccc(F)cc2)cc1)N1CCOCC1	i	-3.6
CN1CCS/C1=C/C=C1/SC(=S)N(Cc2ccccc2)C1=O	?	nt
Cc1c(N=C2N=C(NC(=O)c3cccs3)c3ccccc32)c(=O)n(-c2ccccc2)n1C	?	nt
O=C1N=C(N2C=CC(=C3C=CNC=C3)C=C2)/C(=C/N=NC(=O)c2ccccc2O)S1	i	nt
O=S(=O)(Nc1cccc2ncccc12)c1cccc(C(F)(F)F)c1	4.1%	-11.0
CC(=O)NCCc1ccc(S(=O)(=O)N2CCOCC2)cc1	18.4µM*	-15.6*
CCCc1cc(C(=O)Nc2cccnc2)no1	11.7%[9.22 µM]	23.7
Cc1[nH]c2ccccc2c1/C=N/NC(=O)c1cccc(S(=O)(=O)Nc2ccccc2Cl)c1	?	nt
COc1ccc(-c2nnc(SCC(=O)N(C)C3CCS(=O)(=O)C3)n2N)cc1OC (stereo not drawn)	?	nt
Cc1cccc(C(=O)O/N=C/c2c(Cl)n(C)c3ccccc23)c1	?	nt
CCNS(=O)(=O)c1ccc(Br)c(OC)c1	25.9µM*	-59.3*
COc1ccc(OC)c(C2/C(=C(\O)c3ccc(OC)c(Cl)c3)C(=O)C(=O)N2CCN(C)C)c1 (stereo not drawn)	?	nt
COc1cc(CNCCO)cc(Br)c1OCc1cccs1	?	nt
CCCCn1c(N)c(N(CC(C)C)C(=O)C2CCN(S(=O)(=O)c3ccc(C)c(C)c3)CC2)c(=O)[nH]c1=O	i	1.5
O=C(CN1CCN(S(=O)(=O)c2ccccc2)CC1)Nc1ccc(Cl)c([N+](=O)[O-])c1	-3.0%	22.0
COc1ccc(NC(=O)COC(=O)c2cccc(S(=O)(=O)N3CCCCC3)c2)c(OC)c1	?	nt
CCCCOCCCNC(=O)Cc1cccs1	8.9%	-14.2
CC(C)(C)C(=O)Nc1c2c(nn1-c1cccc(Cl)c1)CS(=O)(=O)C2	21.5%	22.3
COc1ccc(NC(=O)c2ccc(OC)c(S(=O)(=O)N3CCCCC3C)c2)cn1 (stereo not drawn)	?	nt
CC(=O)Nc1ccc(NC(=O)CSc2nnc(-c3ccccc3)n2Cc2ccc3c(c2)OCO3)cc1	11.4%	3.7
COc1ccc(C(=O)NCCn2cc(SCC(=O)N3CCOCC3)c3ccccc32)cc1	-5.2%	1.0
O=C(ONc1ccc(N=NC(=O)c2ccccc2O)cc1)c1ccccc1	12.9%	7.7
O=C(NCc1ccccc1)C1=C[C@@H](c2csc3ccccc23)C[C@@H](OCCCCO)O1	-21.3%	-9.1
Cn1c(C=O)c(-c2ccc3c(c2)OCCO3)c2ccccc21	?	nt
Nc1cc(Cl)ccc1C(=O)OCC(=O)NC1CCCCCCC1	i	-8.4
Nc1cc(-c2ccccc2)n2c(n1)nc1ccccc12	?	nt
N#C/C(=C\N1CCOCC1)C(N)=O	-8.1%	-0.7
N#Cc1nc(COc2ccccc2)oc1N1CCCCCC1	?	nt
